CTSL1 counter: counter-screen for PFM18AAP inhibitors: inhibitors of F. hepatica cathepsin L1 | 300,000 tested, 0.49% active | inhibition, % at 5.96 µM | recombinant F. hepatica cathepsin L1, Z-Leu-Arg-MCA fluorescence | AID 1906;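 active = inhibition above the mean of all tested compounds plus 3 SD, set per screening campaign, cut at about 17% in these data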;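 also: 0% = plate median of test compound wells and 100% = 1 µM Z-Phe-Ala-diazomethylketone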
PP1 inh: counter-screen for PP5 inhibitors: inhibitors of human PP1-alpha; purified PP1alpha, OMFP fluorescence; inhibition, % at 6.7 µM; 320,000 tested, 0.9% active;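 active = inhibition above the mean inhibition of all tested compounds plus 3 SD, computed separately for each screening campaign, cut at about 15% in these data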
procasp3 activ: activators of human procaspase-3. P42574. 330,000 tested, 0.11% active. recombinant procaspase-3 D3A, Ac-DEVD-pNA absorbance 405 nm. activation, % at 8.5 µM;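 active = activation above the mean of all tested compounds plus 3 SD, cut at about 21% in these data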;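 also: 0% = DMSO alone and 100% = DMSO wells spiked with extra 5 µM PC-3 D3A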
Target sequence (P42574 whole entry D9A/D28A/D175A): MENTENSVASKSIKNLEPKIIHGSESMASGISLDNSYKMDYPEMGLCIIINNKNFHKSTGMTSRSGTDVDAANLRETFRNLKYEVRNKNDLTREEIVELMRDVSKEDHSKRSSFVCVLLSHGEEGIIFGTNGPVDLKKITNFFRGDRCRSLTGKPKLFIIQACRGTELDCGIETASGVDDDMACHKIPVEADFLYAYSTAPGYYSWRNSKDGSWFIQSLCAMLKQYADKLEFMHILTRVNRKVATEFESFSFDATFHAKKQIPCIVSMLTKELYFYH
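System: Procaspase-3 D3A mutant. Medium: Zinc-free 300 mM NaCl, 50 mM HEPES, 0.01% Triton X-100. Schedule: 1 h preincubation plus 2 h reaction at 25 °C. Measured by: 405 nm absorbance of p-nitroaniline, reads at 0 and 120 min. Read-out: percent activation relative to control range.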
procasp7 counter: activates human procaspase-7, counter-screen for procaspase-3 activators | recombinant procaspase-7, Ac-DEVD-pNA absorbance 405 nm; D23A/D198A/D206A triple mutant, cannot self-cleave; scale: DMSO 0, 5 µM enzyme 100 | P55210 | 330,000 tested, 0.093% active | AID 463210 | activation, % at 8.5 µM;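 active = percent activation above the screen-wide mean plus 3 SD, cut at about 25% in these data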
Target sequence (P55210 whole entry D23A/D198A/D206A): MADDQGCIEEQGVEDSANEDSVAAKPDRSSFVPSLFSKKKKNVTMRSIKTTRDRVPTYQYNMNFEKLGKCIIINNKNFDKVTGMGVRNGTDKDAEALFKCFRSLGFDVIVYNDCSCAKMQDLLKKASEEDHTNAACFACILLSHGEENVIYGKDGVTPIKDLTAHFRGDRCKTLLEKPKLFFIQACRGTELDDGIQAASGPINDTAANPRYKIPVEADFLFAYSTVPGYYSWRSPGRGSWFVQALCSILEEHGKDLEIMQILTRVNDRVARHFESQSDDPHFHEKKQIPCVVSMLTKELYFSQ
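Assay system: Uncleavable procaspase-7 mutant enzyme; Input: 2 µM procaspase-7 mutant as dispensed; Also added: DEVD-pNA substrate; Medium: Zinc-free HEPES pH 7.4 with 300 mM NaCl, 0.01% Triton X-100; Timing: 1 h compound preincubation, 2 h substrate cleavage, 25 °C; Measured by: Epi-absorbance of released pNA at 405 nm, two timepoints.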
PP5 primary: PP5 (human) phosphatase inhibition. P53041. purified PP5c, OMFP substrate fluorescence. inhibition, % at 6.7 µM. 320,000 tested, 0.18% active. AID 1987;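 active = inhibition above the campaign's mean inhibition across all tested compounds plus 3 SD, cut at about 9.5% in these data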;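 also: 0% = DMSO only and 100% = 100 µM cantharidin control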
Target sequence (P53041 whole entry, looked up): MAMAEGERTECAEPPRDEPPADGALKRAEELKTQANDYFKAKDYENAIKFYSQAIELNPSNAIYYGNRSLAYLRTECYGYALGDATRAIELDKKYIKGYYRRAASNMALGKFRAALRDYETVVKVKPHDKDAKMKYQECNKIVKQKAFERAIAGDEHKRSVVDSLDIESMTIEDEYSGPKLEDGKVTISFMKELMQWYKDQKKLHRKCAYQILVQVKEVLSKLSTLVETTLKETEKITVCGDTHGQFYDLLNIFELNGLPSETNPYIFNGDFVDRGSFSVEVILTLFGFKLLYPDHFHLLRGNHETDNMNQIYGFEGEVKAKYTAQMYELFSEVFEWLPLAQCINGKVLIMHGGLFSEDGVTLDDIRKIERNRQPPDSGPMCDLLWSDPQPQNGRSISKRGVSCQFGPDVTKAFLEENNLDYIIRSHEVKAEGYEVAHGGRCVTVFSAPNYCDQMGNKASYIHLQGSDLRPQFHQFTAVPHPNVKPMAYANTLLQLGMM
HCV core dimer: HCV core protein dimerization inhibition | TR-FRET GST/Flag-core106 dimerization, 1536-well | inhibition, % at 5 µM | 300,000 tested, 0.33% active;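 active = inhibition above the mean of all tested compounds plus 3 SD, set per screening campaign, cut at about 45% in these data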
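Assay system – GST-tagged and Flag-tagged HCV core protein residues 1-106 · Quantity – core106 proteins, GST 13.5 nM and Flag 17 nM · Benchmarks – unlabelled core106 and no-GST-core106 wells · Read-out basis – percent inhibition of core106 dimerization signal · Detection – time-resolved FRET, ex 340 nm, em 617 and 671 nm · Schedule – 4 h at 22.5 °C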
GASC-1 inh: human JMJD2C demethylase inhibition | GST-JMJD2C(1-420) H3K9me3 demethylation, DELFIA europium | inhibition, % at 2.35 µM | 330,000 tested, 0.069% active | Q9H3R0;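 active = more than half of a compound's replicate wells show inhibition beyond 50%, single wells judged on their own value; inconclusive = some, but no more than half, of replicates pass 50% inhibition; inactive = no replicate passes 50% inhibition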;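 also: signal counts dimethyl H3K9 product captured on neutravidin plate; 0% = median of DMSO wells and 100% = 0.3 times that DMSO median; strong numbers were not always called active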
Efflux pump inh: antifungal efflux pump inhibition, Nile Red retention | S. cerevisiae Candida pump triplex | inhibition, % at 10 µM | AID 485275 | 330,000 tested, 0.44% active;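 active = plate passing quality check with inhibition over a set limit, or well fluorescence over plate mean plus 4 SD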;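 also: Nile Red retained in pooled yeast measured as flow cytometry median fluorescence; 0% = buffer negative control and 100% = Enniatin B positive control; higher means more Nile Red kept so more efflux inhibition; some compounds called inactive have numbers as strong as hits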
TPT1 inh: C. albicans TPT1 enzyme inhibition. AID 1962. recombinant caTPT1, FP RNA substrate dephosphorylation. 300,000 tested, 0.81% active. inhibition, % at 5 µM;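 active = inhibition above the mean of all tested compounds plus 3 SD, set per screening campaign, cut at about 24% in these data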;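 also: plate controls were DMSO alone for no effect and ferristatin control at 100 nM for full effect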
The depositor's hits bear a star; ? = inconclusive; . = not tested or not shown.

SMILES | CTSL1 counter | PP1 inh | procasp3 activ | procasp7 counter | PP5 primary | HCV core dimer | GASC-1 inh | Efflux pump inh | TPT1 inh
FC(F)(F)c1nnc(-c2ccccc2)nc1Oc1ccccc1 | -1 | 0 | -6 | -9 | 0.4 | 5 | 3 | 0.0 | -1
CC1CCCN(C2(O)C(=O)Nc3c(C(F)(F)F)cccc32)C1 (configuration not stated) | -1 | 1 | 6 | -7 | 0.6 | 2 | ? | -0.1 | -4
CCCCn1c(-c2nonc2N)nc2ccccc21 | 1 | -3 | -8 | -15 | 2.8 | 0 | -10 | 0.0 | -3
CCC(=O)c1ccc(N2CCN(C(=O)c3ccccc3)CC2)c(F)c1 | 2 | 1 | 4 | 6 | -1.2 | -5 | 16 | -0.1 | -7
O=C(OCC(=O)N(CCc1ccccc1)Cc1ccccc1)c1ccccc1NCCO | -5 | 2 | 6 | 8 | 6.1 | 9 | 6 | -0.4 | 1
Cc1ccc(C)c(N(CC(=O)NC2CCCC2)C(=O)c2cc3cc4cccc(C)c4nc3s2)c1 | 1 | 1 | 0 | -2 | 1.8 | -1 | -2 | 0.0 | 1
O=C(O)c1c2c(nc3ccc(S(=O)(=O)N4CCC(C(=O)NCc5ccccc5Cl)CC4)cc13)CCCC2 | 3 | 0 | -7 | -1 | 0.8 | 12 | -17 | -0.1 | 2
CSc1nc2c(c(=O)[nH]c(=O)n2C)n1Cc1ccccc1 | -1 | -1 | 7 | 5 | 0.6 | -3 | 17 | -0.1 | 2
Cc1ccc(C2=NN(C(=O)CCC(=O)O)C(c3cccs3)C2)cc1 (configuration not stated) | -2 | -5 | -5 | 2 | -2.2 | 5 | 11 | 0.1 | 0
CC(C)C(C)NC(=O)COc1ccc(Sc2ccc(OCC(=O)NC(C)C(C)C)cc2)cc1 (configuration not stated) | 5 | 2 | 2 | 4 | 0.1 | 2 | -3 | 0.0 | -1
COc1ccccc1NS(=O)(=O)c1ccc(O)c(C(=O)OCC(=O)Nc2ccccc2F)c1 | -1 | -1 | 0 | 7 | -0.6 | 1 | 10 | 0.0 | 1
CCN(CC)C(=O)c1[nH]cnc1C(=O)N[C@@H](C)C(=O)OC(C)(C)C | 4 | -5 | -5 | -12 | 1.3 | -15 | 6 | -0.1 | -1

Of the compounds above, these contain a thiophene ring, fused or not.
SMILES | CTSL1 counter | PP1 inh | procasp3 activ | procasp7 counter | PP5 primary | HCV core dimer | GASC-1 inh | Efflux pump inh | TPT1 inh
Cc1ccc(C)c(N(CC(=O)NC2CCCC2)C(=O)c2cc3cc4cccc(C)c4nc3s2)c1 | 1 | 1 | 0 | -2 | 1.8 | -1 | -2 | 0.0 | 1
Cc1ccc(C2=NN(C(=O)CCC(=O)O)C(c3cccs3)C2)cc1 (configuration not stated) | -2 | -5 | -5 | 2 | -2.2 | 5 | 11 | 0.1 | 0

Limited to CTSL1 counter, for 2 of the compounds above:
| Compound | CTSL1 counter |
| --- | --- |
| CCCCn1c(-c2nonc2N)nc2ccccc21 | 1 |
| CCC(=O)c1ccc(N2CCN(C(=O)c3ccccc3)CC2)c(F)c1 | 2 |

New compounds follow.
SMILES | CTSL1 counter | PP1 inh | procasp3 activ | procasp7 counter | PP5 primary | HCV core dimer | GASC-1 inh | Efflux pump inh | TPT1 inh
Cc1ccc(-c2csc(NC(=O)C[n+]3cc(-c4ccccc4)n4c3CCC4)n2)cc1 | -1 | 15 | -2 | -9 | 0.5 | 2 | -12 | 0.1 | -2
CC1CC1C(=O)OCC(=O)Nc1ccc(N=Nc2ccccc2)cc1 (configuration not stated) | 1 | 3 | 1 | 11 | 3.8 | -12 | -1 | 0.0 | -2
COc1ccc(C(=O)C2CCCN(Cc3ccc4nonc4c3)C2)cc1OC (configuration not stated) | 0 | 1 | 3 | 2 | 0.8 | -1 | 21 | -0.2 | -2
FC(F)(F)c1cnc(/C=C/Nc2ccccc2Cl)c(Cl)c1 | -1 | -2 | -8 | -3 | 0.2 | -4 | -3 | -0.1 | -2
CNC(=O)C1CC(=O)N(c2ccc(OCC(=O)Nc3ccc(OC)cc3)cc2)C1 (configuration not stated) | . | -3 | 6 | 7 | -1.1 | . | -16 | 0.2 | .
Cc1ccc(CNC(=O)c2ccccc2SCC(=O)NCC2CCCCC2)cc1 | -2 | 3 | -1 | 6 | 2.7 | -2 | -6 | 0.0 | 1
Cc1ccc(C2=CC(c3ccccc3)n3ncnc3N2)c(C)c1 (configuration not stated) | -7 | -3 | 6 | 0 | 0.7 | -2 | 5 | 0.2 | -1
COc1ccc(/C=N/NC(=O)c2ccc(Cn3cc([N+](=O)[O-])cn3)o2)cc1O | 1 | -2 | 13 | 5 | 3.0 | -3 | 11 | -0.1 | -2
CC1CCN(CCOc2ccc(C(=O)c3ccccc3)cc2)CC1 | 3 | 2 | 5 | -3 | 0.9 | 5 | -26 | -0.1 | 3
COC(=O)c1ccc(C(=O)OC)c(NC(=S)N2CCCC(CO)C2)c1 (configuration not stated) | -1 | -4 | -3 | 7 | 3.3 | 3 | ? | 0.0 | 2
CC(C)NC(=O)COc1ccc(/C=N/NS(=O)(=O)c2ccccc2)cc1 | -1 | -1 | 4 | -6 | 3.2 | 5 | 0 | 0.1 | 3
COc1ccc(/C=N/NC(=O)c2cnccn2)cc1O | 4 | 0 | 7 | 0 | -0.6 | -3 | -43 | 0.0 | 1
CCN(C(=O)CSc1nc2nc(C)cc(C)n2n1)c1cccc(C)c1 | 1 | -6 | 4 | -6 | 4.2 | 0 | 3 | 0.2 | 0
CN(C(=O)c1ccccn1)c1nnc(-c2cccnc2)s1 | 11 | 6 | -10 | -9 | -3.0 | 3 | 7 | -0.2 | -1
C#CCOCCOCCOCCNc1nc(N2CCN(C(=O)CCCCCCCCCCNC(=O)[C@H](CO)n3cc(CCCSC)nn3)CC2)nc(N2CCN(C(=O)CCCCCCCCCCNC(=O)[C@H](CCCN=C(N)N)n3cc(C[C@@H](C)CC)nn3)CC2)n1 | -2 | 46* | -6 | 1 | 7.2 | 12 | 57* | 0.3 | -3
CCOC(=O)NC(=O)CSc1nc(C)cc(C)c1C#N | -2 | -4 | -4 | 0 | -0.4 | 0 | 118 | -0.1 | -3
CC(=O)N1CCN(CC(=O)Nc2ccc(C)c(F)c2)CC1 | -2 | -2 | 4 | 15 | 1.7 | 4 | -17 | 0.2 | -1
CC12COC3(C(=O)Nc4ccc(F)cc4)CC1CCC32C (configuration not stated) | 1 | -3 | 5 | 7 | -1.2 | 5 | -2 | -0.1 | -1
NC(=O)C1=C[C@H](c2coc3ccccc3c2=O)C[C@H](OCc2ccc(CO)cc2)O1 | -3 | -3 | 4 | 2 | -0.3 | 8 | 8 | -0.1 | 2
Cc1cc(C)cc(N(CC(=O)NC2CCCC2)S(=O)(=O)c2c(C)[nH]c(=O)[nH]c2=O)c1 | -1 | -1 | -5 | -5 | 0.6 | 4 | 3 | -0.1 | 0
CCn1nnnc1SCC(=O)NC1CCCC1 | -1 | -9 | -9 | 7 | 1.6 | -2 | 4 | 0.0 | 1
CCOc1cc(CNCCc2ccc(S(N)(=O)=O)cc2)cc(Cl)c1OCc1ccccc1 | -1 | 13 | 10 | -3 | 5.5 | -2 | -12 | 0.1 | 0
COC(=O)c1ccccc1NC(=O)c1cc(C)no1 | -1 | -1 | -2 | 8 | 1.0 | -3 | -1 | -0.1 | 1
Cc1ccc(/C=C/S(=O)(=O)N2CCC(C(=O)O)CC2)cc1 | -4 | 1 | 2 | -3 | 3.5 | 6 | 2 | 0.1 | 2
COc1ccc(CNC(=O)C(C)OC(=O)c2cccc(N(C)C)c2)cc1 (configuration not stated) | . | . | 3 | 9 | . | . | -2 | 0.1 | .
CN(C)CCNC(=O)c1cc2sc3ccccc3c2s1 | 6 | 1 | 0 | 6 | 0.4 | 5 | 7 | 0.0 | 2
CCN(CC)C(=O)CN1C(=O)C2(OCC(C)(c3ccccc3)CO2)c2ccccc21 (configuration not stated) | 0 | -3 | 0 | 10 | 3.2 | 1 | 1 | -0.1 | -1
CCCC(=O)Nc1ccc(C(=O)n2ccc(C)n2)cc1 | 0 | -3 | 3 | -1 | -0.7 | 1 | 15 | -0.1 | -4
COC(=O)c1cc2oc3ccccc3c2n1CC(=O)N1CCCc2ccccc21 | 5 | 1 | 5 | 2 | 3.7 | 14 | 7 | 0.1 | 1
CCOC(=O)c1ccc(Nc2cc3ccccc3c(=O)[nH]2)cc1 | -4 | 6 | -4 | -24 | 7.3 | -17 | 20 | 0.0 | 5
N#Cc1cc(-c2ccccc2)oc1NC(=O)c1ccco1 | 0 | 3 | -6 | 13 | 0.2 | -16 | 10 | -0.1 | -5
Cc1csc(SCc2nnc(-c3ccc(Cl)cc3)o2)n1 | -3 | 0 | 8 | 2 | 0.3 | 7 | 7 | 0.0 | 3
COC(=O)CCNC(=O)c1nn(Cc2ccccc2)c(=O)c2ccccc12 | 1 | -3 | -5 | 4 | 0.1 | -5 | -25 | -0.2 | 0
Cc1ccc(C(=O)c2cc3c(cc2[N+](=O)[O-])OCCO3)cc1 | 6 | 3 | 5 | -2 | 0.7 | 3 | 10 | -0.1 | -2
Cc1ccccc1CN1CCN(c2nc3ccccc3s2)CC1 | -1 | 0 | 9 | 2 | 3.2 | -13 | 6 | 0.2 | -2
CC(C)C(=O)NC(=S)Nc1ccccc1N1CCN(C(=O)c2ccccc2)CC1 | 2 | -3 | -1 | 11 | 1.2 | 6 | -24 | 0.2 | -4
COc1cc([N+](=O)[O-])cc2sc(NC(=O)C3CC3)nc12 | 4 | 3 | -1 | -6 | -1.7 | 0 | -3 | 0.1 | 5
CC(O)[C@H]1CNC(=O)C(=O)N1CC1CCCCC1 (some centres not stated) | -2 | 3 | 1 | 12 | 5.1 | -11 | 1 | 0.0 | -3
Cn1c2ccccc2c2ncn(Cc3ccco3)c(=O)c21 | 0 | -4 | -6 | -11 | 0.8 | -1 | 1 | 0.0 | 0
Cn1c(=O)[nH]c(=O)c2[nH]c(CN3CCN(Cc4ccccc4)CC3)nc21 | 0 | -1 | -2 | 1 | 3.3 | 10 | 0 | -0.1 | -1
COc1ccc(C)cc1Nc1nc(N)c2ccccc2n1 | 3 | 5 | -3 | -7 | 2.4 | -15 | 2 | 0.0 | -1
COc1ccc(-n2c(=O)[nH]c3cc(C(=O)NCCc4ccccc4)ccc3c2=O)cc1OC | 2 | 1 | 1 | -1 | 2.4 | -1 | 1 | 0.0 | -4
Cc1ccc(S(=O)(=O)NCC(c2cccnc2)N2CCc3ccccc32)cc1 (configuration not stated) | 0 | 3 | 0 | -3 | 0.2 | 4 | 19 | -0.3 | -1
Cc1cccnc1NC(=O)CNC(=O)C12CC3CC(CC(Cl)(C3)C1)C2 | 5 | 6 | -5 | -7 | -1.0 | -6 | ? | 0.0 | -5
